dFosB activator = mouse delta FosB homodimer activation | AID 493131 | P13346 | 340,000 tested, 0.99% active | purified delta FosB, TAMRA-CDK5 oligo fluorescence polarization; percent of positive-control signal above neutral wells | activation, % at 25 µM;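 active means mean activation above about 17%, with every replicate also reaching it, limit read from the data, passing the limit was not always enough; inconclusive means only one of the two conditions met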;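 further: fluorescence polarization rise as delta FosB binds a TAMRA Cdk5 AP-1 oligo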
Target sequence (P13346 whole entry, looked up): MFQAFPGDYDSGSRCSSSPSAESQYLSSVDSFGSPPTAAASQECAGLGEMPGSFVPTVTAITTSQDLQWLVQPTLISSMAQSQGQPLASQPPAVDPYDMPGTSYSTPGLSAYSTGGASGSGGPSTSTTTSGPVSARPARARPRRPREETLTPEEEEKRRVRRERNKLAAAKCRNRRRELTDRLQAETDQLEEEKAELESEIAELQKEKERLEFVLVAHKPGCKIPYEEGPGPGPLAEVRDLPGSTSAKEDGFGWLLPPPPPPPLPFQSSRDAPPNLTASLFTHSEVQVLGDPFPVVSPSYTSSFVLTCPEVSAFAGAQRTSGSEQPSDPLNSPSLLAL
MITF TRPM1 HTS = increases MITF-driven TRPM1 promoter luciferase signal; SK-MEL-5 TRPM1-promoter luciferase, 24 h; % of positive control, neutral wells = 0; AID 588334; activation, % at 12.5 µM; 300,000 tested, 0.75% active;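 active means mean activation of at least 80% with every replicate also reaching 80%; inconclusive means mean reaches 80% but some replicate falls short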;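 further: 0% = neutral control wells and 100% = parthenolide positive control wells; values of inactives mirror those of a sister screen read the other way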
PfHsp90 set2 = inhibits growth of yeast expressing Plasmodium falciparum Hsp90 | S. cerevisiae expressing PfHsp90, BacTiter-Glo ATP, 48 h; yeast lacking PDR1 and PDR3 efflux regulators | 310,000 tested, 0.32% active | AID 504621 | inhibition, % at 9.4 µM;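 active means every replicate shows inhibition above about 80%, whatever the replicate mean, limit read from the data; inconclusive means mean inhibition reaches the set limit but some replicate falls short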;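 further: 0% = DMSO neutral controls and 100% = 20 µM radicicol positive controls; yeast relying on Plasmodium falciparum Hsp90 in place of its own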
PvdQ acylase = blocks Pseudomonas aeruginosa PvdQ acylase activity; 340,000 tested, 0.063% active; purified PvdQ acylase, fluorescence plate reader; inhibition, % at 10 µM; AID 488965; in the data active means inhibition above about 30%, passing the limit was not always enough; inconclusive means no clear call, values can overlap the other calls;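 further: 0% = vehicle neutral wells and 100% = reference inhibitor wells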
NSD2 HMT inh = blocks human histone methyltransferase NSD2. O96028. NSD2 peptide methylation, AlphaScreen, 120 min. inhibition, % at 12.5 µM. 310,000 tested, 0.54% active. AID 743445; in the data active means inhibition above about 50%
Rtt109 Vps75 = inhibitors of Candida albicans Rtt109/Vps75 histone acetyltransferase. AID 540336. 330,000 tested, 0.16% active. purified Rtt109/Vps75, ThioGlo CoA-SH fluorescence, 4 h. Q5AAJ8. inhibition, % at 34.9 µM;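 active means inhibition of at least 50% in every replicate; inconclusive means best replicate reaches 50% inhibition but some replicates fall short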
CAL PDZ FP-1 = inhibitors of human CAL PDZ peptide binding; Q9HD26; purified CAL PDZ, TMR-peptide fluorescence polarization, 1 h; inhibition, % at 20 µM; 330,000 tested, 0.02% active; AID 504414;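 active means highest replicate inhibition of at least 40%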;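 further: plate controls were DMSO neutral control wells for no effect and unlabeled competitor peptide control wells for full effect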
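Read-out basis: mP drop reported as inhibition | Assay system: Tagged CAL PDZ protein CerCALP, purified | Benchmarks: Unlabelled peptide for full inhibition, DMSO wells as neutral | Schedule: 1 h incubation at room temperature before polarization reading | Buffer or medium: Sodium phosphate/NaCl buffer pH 7.4 with TCEP, IgG, Thesit | Doses: Single point, 20 µM | Measured by: Fluorescence polarization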
SR-BI DiI inh = blocks mouse SR-BI lipid uptake from DiI-HDL. ldlA[mSR-BI] CHO cells, DiI-HDL uptake fluorescence, 3 h. inhibition, % at 12.5 µM. Q61009. AID 488896. 320,000 tested, 0.96% active;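 active means mean replicate inhibition of at least 70% and a set share of replicates each scoring 70 or more; inconclusive means meets just one of the two criteria; inactive means fails both criteria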;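 further: 0% = median of neutral control wells and 100% = median of positive control wells; values of inactives mirror those of a sister screen read the other way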
Target sequence (Q61009 whole entry, looked up): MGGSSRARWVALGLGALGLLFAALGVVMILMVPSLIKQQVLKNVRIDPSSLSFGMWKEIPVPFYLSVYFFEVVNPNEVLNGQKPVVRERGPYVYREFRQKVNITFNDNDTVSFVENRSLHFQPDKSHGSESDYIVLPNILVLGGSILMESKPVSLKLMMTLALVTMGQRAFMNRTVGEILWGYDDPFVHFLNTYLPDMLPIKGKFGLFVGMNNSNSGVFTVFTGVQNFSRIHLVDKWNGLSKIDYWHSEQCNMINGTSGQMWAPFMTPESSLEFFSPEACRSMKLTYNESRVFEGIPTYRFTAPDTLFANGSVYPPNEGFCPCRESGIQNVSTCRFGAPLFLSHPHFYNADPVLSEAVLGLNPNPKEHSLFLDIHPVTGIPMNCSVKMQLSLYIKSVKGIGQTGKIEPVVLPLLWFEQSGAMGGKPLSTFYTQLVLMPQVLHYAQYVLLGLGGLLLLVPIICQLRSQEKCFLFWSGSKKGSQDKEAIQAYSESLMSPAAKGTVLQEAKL
CAL PDZ FP-2 = inhibitors of human CAL PDZ peptide binding | Q9HD26 | purified CAL PDZ, TMR-peptide fluorescence polarization, 1 h | inhibition, % at 24.9 µM | 300,000 tested, 0.92% active | AID 602252;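 active means mean inhibition of at least 30% with at least half of replicates also reaching 30%; inconclusive means no clear call, values can overlap the other calls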;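 further: 0% = DMSO neutral control and 100% = excess unlabeled competitor peptide PRC23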
SR-BI DiI-HDL act = activators of SR-BI mediated HDL lipid uptake; CHO ldlA[mSR-BI] cells, DiI-HDL uptake fluorescence, 3 h; 100 = double the neutral-control signal; activation, % at 12.5 µM; 320,000 tested, 0.096% active;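 active means mean replicate activation of at least 60% and every replicate at or above 60%; inconclusive means mean or all-replicate condition met, but not both; inactive means mean below 60% and not all replicates reaching 60%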;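 further: 0% = median plate neutral-control signal and 100% = twice that signal; values of inactives mirror those of a sister screen read the other way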
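Material – SR-BI-overexpressing, LDLR-lacking CHO cells · Medium – BSA-supplemented, HEPES-buffered Ham's F12, pH 7.4 · Doses – single concentration · Times – compound with DiI-HDL co-incubation, 3 h at 37 °C · Measured by – bottom-read fluorescence, 550/595 nm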
The depositor's hits bear a star; ? = inconclusive; / = not tested or not shown.

Below each SMILES: dFosB activator	MITF TRPM1 HTS	PfHsp90 set2	PvdQ acylase	NSD2 HMT inh	Rtt109 Vps75	CAL PDZ FP-1	SR-BI DiI inh	CAL PDZ FP-2	SR-BI DiI-HDL act
- COc1cccc(CNC(=O)CCNC(=O)N2CCn3c2nc2ccccc23)c1
 : 3	-9	18	-9	-5	4	-1.0	-23	4	23
- O=C1c2cnc3nc(SCc4cccc(Cl)c4)nn3c2CC2c3ccccc3CCN12 (configuration not stated)
 : -4	-10	-21	-5	-2	8	-1.1	19	0	-19
- O=C(Nc1ccccc1Br)c1c(F)cccc1Cl
 : 2	4	-1	4	-3	1	-2.6	-9	-5	9
- C=CCOc1c(CNc2ccc(C(=O)O)cc2)cccc1OC
 : -5	-1	-26	-12	/	3	0.4	6	-6	-6
- CCOc1ccc(OCCC(=O)N2CCN(S(=O)(=O)c3ccc(F)cc3)CC2)cc1
 : -5	-3	-25	-10	1	4	-1.1	21	-6	-21
- COc1ccccc1C/C(N)=N/OC(=O)c1ccc(C)c([N+](=O)[O-])c1
 : -5	-16	-32	-21	22	-4	/	-3	-7	3
- COc1ccc(NC(=O)c2nc(C)n(-c3ccc([N+](=O)[O-])cc3)n2)cc1
 : 1	9	5	-4	10	-14	-0.2	19	3	-19
- COc1ccc(/C=N/NC(=O)CNc2ccc(Br)cc2)c(C(=O)O)c1OC
 : -1	-1	7	3	-1	23	-2.3	4	0	-4
- CCC(=O)OCCn1c(=O)c2cc3c(=O)n(CCOC(=O)CC)c(=O)c3cc2c1=O
 : -7	14	11	-10	5	-7	-1.6	-4	-3	4
- COc1cccc(CN2CC(C(=O)NC3CCC3)CCC2=O)c1 (configuration not stated)
 : -1	2	-14	-12	1	-8	-0.8	-14	-5	14
- COCCNC(=O)CN(Cc1ccc(OC)cc1)C(=O)CCC(=O)Nc1nccs1
 : 2	-1	-22	-9	1	0	-0.4	-1	-5	1
- COc1ccc(S(=O)(=O)N(C)CC(=O)N2CCCC2)cc1OC
 : -1	-5	5	-3	0	-5	0.4	-16	-2	16
- CCOC(=O)C1C(c2cccnc2)NC(=O)NC1(O)C(F)(F)F (configuration not stated)
 : 3	-1	10	-13	0	-6	-2.3	-6	-5	6
- O=C(CNC(=O)c1ccco1)Nc1ccc(N2CCCCCC2)cc1
 : -6	44	/	2	1	-5	-0.3	-9	-1	9
- COc1ccc(N2CCN(C(=O)c3cc4c(s3)CCCCC4)CC2)cc1
 : -16	7	-15	-10	27	2	-3.1	-10	-7	10
- COc1ccc(NS(=O)(=O)c2ccc(F)cc2F)cn1
 : 1	1	-1	-8	23	-11	-0.9	/	-2	/
- CC1CCCCN1Cc1c(O)ccc2c(=O)c(-c3ccccc3)coc12 (configuration not stated)
 : -4	8	5	0	8	-7	0.1	10	-3	-10
- COc1ccc(CN2[C@@H](CC(=O)O)c3cc(C(F)(F)F)ccc3S2(=O)=O)cc1
 : 3	13	6	-14	/	-12	0.5	-5	2	5
- COc1cc(SC)ccc1C(=O)Nc1ccc2c(c1)CCN2S(C)(=O)=O
 : -7	40	13	-12	1	-1	-1.3	?	-1	-74
- O=C(c1ccc(CNS(=O)(=O)c2cccc(Cl)c2)cc1)N1CCCCC1
 : -4	-13	-19	-9	-2	1	-2.1	28	-2	-28
- CCc1ccc(NC(=O)NCC2CCN(c3ccc(OC)cc3)C2)cc1 (configuration not stated)
 : -11	14	-40	-4	1	-1	-2.6	/	-3	/
- O=C(N/N=C\c1ccc([N+](=O)[O-])o1)c1cncc(Br)c1
 : 4	/	1	-6	0	13	0.6	10	/	-10
- CC(C)n1c(S(=O)(=O)O)nc2ccccc21
 : 3	6	-5	-29	-5	3	-3.8	46	-2	-46
- O=C(Oc1coc(CSc2nnc(NC(=O)C3CC3)s2)cc1=O)c1c(F)cccc1F
 : -1	-11	17	19	17	31	-2.7	-12	-4	12
- CC1=C(C(=O)NC2CCCCC2C)C2(CCC(C)CC2)OC1=O (configuration not stated)
 : 8	/	8	-11	/	-5	0.3	-13	/	13
- O=C1CCC[C@H]2c3[nH]c4ccccc4c3CCN12
 : -8	-19	5	-1	/	-15	-0.4	-10	4	10
- CC(C)Cn1c(N)c(C(=O)CSc2ccccc2)c(=O)n(C)c1=O
 : 3	10	-18	-10	-2	-1	-0.4	0	-2	0
- O=C(N/N=C/c1cc(Br)ccc1O)Nc1ccccc1
 : 0	4	19	4	2	0	-1.8	50	-2	-50
- c1ccc(-n2cnnc2SCc2cn3cccnc3n2)cc1
 : 0	2	7	-18	0	-7	-2.4	-36	-6	36
- Cc1cccc(NC(=O)c2cccc(NC(=O)c3ccco3)c2)c1
 : -10	6	1	-9	-5	-5	-5.7	5	-5	-5

Going on with the list:
Below each SMILES: dFosB activator	MITF TRPM1 HTS	PfHsp90 set2	PvdQ acylase	NSD2 HMT inh	Rtt109 Vps75	CAL PDZ FP-1	SR-BI DiI inh	CAL PDZ FP-2	SR-BI DiI-HDL act
- COc1cccc(N2CCN(Cc3ncc(-c4ccccc4)o3)CC2)c1
 : -5	/	4	-12	8	-4	-1.7	/	-7	/
- Cc1ccc(-c2nc3ncccc3o2)cc1NC(=O)c1cc2ccccc2o1
 : -15	9	8	-9	23	-2	-2.9	/	1	/
- CCCCC(=O)Nc1sc2c(c1C#N)CC(C)(C)OC2
 : 5	91*	-1	-18	-1	-14	-0.2	7	/	-7
- Cn1c(N)c(C(=O)COC(=O)C2=NNC(=O)CC2)c(=O)n(C)c1=O
 : -4	2	-56	-12	0	-9	-0.3	-18	-7	18
- Cc1nn(CC(=O)NCCCc2ccccc2)c(=O)c2cccn12
 : -1	8	1	-15	-1	-4	-1.0	-15	-4	15
- Cc1cccc(NS(=O)(=O)c2cc(C(=O)NCc3ccccn3)ccc2C)c1
 : -2	-15	-12	-3	2	11	-2.1	-1	-2	1
- CC1CCCCC12NC(=O)N(CC(=O)N1CCN(S(=O)(=O)Cc3ccccc3)CC1)C2=O (configuration not stated)
 : -6	-3	/	-14	2	-5	1.4	2	-4	-2
- C[C@@H]1[C@@H](Sc2ccccc2)CC(=O)O[C@@H]1c1ccc(-c2ccccc2)cc1
 : -1	-12	7	2	/	8	-2.0	25	2	-25
- CCc1ccc(N2C(=O)Cc3c2nc(N)c(C#N)c3N)cc1
 : -23	29	3	-7	1	-2	-2.1	-5	/	5
- O=C(COc1ccc(F)cc1Cl)Nc1ccccc1C(=O)N1CCCCC1
 : -6	12	4	-1	-12	33	-2.6	6	-2	-6
- CCN(CC)C1CCN(Cc2cn[nH]c2-c2ccc(OC)c(F)c2)C1 (configuration not stated)
 : -7	-9	7	1	18	4	-1.4	-1	5	1
- O=C(CSc1ccccc1C(=O)O)NCc1ccc(Cl)cc1
 : 1	11	-13	-17	0	-7	0.2	2	-1	-2
- COc1ccc(F)c(CN(C)CC2CCCN(CCc3ccc(F)cc3)C2)c1 (configuration not stated)
 : -4	3	3	-10	4	-3	-0.7	-19	/	19
- CCN(CC)C(=O)Cn1cc(/C=C(\C#N)C(=O)NC2CC2)c2ccccc21
 : -7	/	-29	3	2	3	-2.7	-3	-4	3
- COc1cc(NC(=O)c2ccc(NC3=NC4CS(=O)(=O)CC4S3)cc2)cc(OC)c1OC (configuration not stated)
 : -2	/	3	-7	/	-2	-0.6	-6	-4	6
- Cc1cccc(C)c1N(CC(=O)NN=C1CCCCCC1)S(C)(=O)=O
 : -2	-2	28	-16	/	5	0.3	-16	-2	16
- CCOC(=O)c1cnc(-n2nc(C)cc2C)nc1NCc1ccccc1
 : -8	/	4	7	2	8	-1.7	27	-3	-27
- O=P(O)(Cc1ccccc1)Cc1ccccc1
 : -2	6	-1	-17	-7	-7	-0.2	-17	/	17
- Cc1ccc(Oc2ccc(-c3nc(N)nc(N)n3)cc2)cc1C
 : 2	18	-46	6	-2	3	1.4	-8	3	8
- COc1cccc(CNC(=O)CCC2CCCN(C(=O)Cc3ccccc3F)C2)c1 (configuration not stated)
 : -13	4	39	-15	4	-7	-0.4	1	3	-1
- CC(NC(=O)c1cccc(S(=O)(=O)N2CCN(C)CC2)c1)C1CC2CCC1C2 (configuration not stated)
 : 1	-1	0	-8	-1	-1	-0.7	-24	-2	24
- Cn1c2ccccc2c2c(C(=O)N3CCN(C(=O)c4ccco4)CC3)cn(C3CCCCC3)c(=O)c21
 : 1	/	4	-7	10	12	-2.6	-17	-2	17
- CCCc1nn2c(=O)cc(CSCC(=O)Nc3ccc(OC)cc3)nc2s1
 : 2	3	1	-11	2	-7	-2.6	10	0	-10
- CCOC(=O)C1CCN(C(=O)c2ccc(OC3CCN(C(=O)COC)CC3)cc2)CC1
 : -7	7	-21	5	-2	10	-2.9	6	-3	-6
- Cc1ccc(S(=O)(=O)Oc2ccc(/C=C3\C(=N)N4N=C(S(C)(=O)=O)SC4=NC3=O)cc2)cc1
 : -15	5	13	-2	47	16	-1.0	-3	/	3
- CC1Nc2ccccc2C(=O)N1NS(C)(=O)=O (configuration not stated)
 : -4	3	-38	-12	-3	7	0.1	-29	-6	29
- O=C1c2cccnc2C(=O)N1c1ccccc1-c1ccccc1
 : 5	/	-8	3	-1	-4	-3.3	-4	2	4
- CC(C)CCC(C(=O)O)C(C)CC(=O)NC1CCCCC1 (configuration not stated)
 : 2	5	-3	-4	3	-22	/	-12	-1	12
- Cc1nc2cc(NC(=O)N3CCC(c4ccccc4)C3)ccc2n1C (configuration not stated)
 : 1	41	7	-11	0	/	-1.8	-4	-2	4
- CCN(CC(=O)NCc1cccs1)C(=O)CN(C)S(=O)(=O)c1ccc(C)cc1
 : -1	-1	2	-7	-4	-1	-1.9	-9	0	9

(further entries)
Below each SMILES: dFosB activator	MITF TRPM1 HTS	PfHsp90 set2	PvdQ acylase	NSD2 HMT inh	Rtt109 Vps75	CAL PDZ FP-1	SR-BI DiI inh	CAL PDZ FP-2	SR-BI DiI-HDL act
- CC(C)n1c(C(O)c2ccccc2)nc2ccccc21 (configuration not stated)
 : 6	7	27	-3	-2	-1	-1.1	-1	-9	1
- COc1ccc(-c2noc(N3CCC(C(=O)NC(C)c4ccccc4)CC3)n2)cc1 (configuration not stated)
 : 1	/	-6	-10	/	-7	-1.3	32	/	-32
- C=C(C)COc1ccc2c(C)c(C)c(=O)oc2c1OCC(=C)C
 : 0	2	-3	-9	-6	-9	-1.1	34	2	-34
- Cc1cc(=O)n2[nH]c(C)cc2n1
 : 3	-11	-2	8	0	6	0.1	-20	0	20
